High-throughput results from PubChem BioAssay.
Fam108B counter = blocks mouse Fam108B hydrolase in RBBP9 counter-screen; recombinant Fam108B, FP-Rh probe fluorescence polarization; inhibition, % at 9.51 µM; hit rate 0.33% among 300,000; AID 1947;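 active means inhibition above the screen mean inhibition plus 3 SD, computed separately per campaign, cut at about 18% in these data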;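 further: inhibitors lower polarization as less probe binds the enzyme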
MEX-5 binding = C. elegans MEX-5 TCR-2 RNA binding activity; Q9XUB2; MEX-5/FITC-TCR2 RNA binding, fluorescence polarization; active compounds read low; activity score (negative = inhibition of binding), % at 10 µM; hit rate 0.38% among 300,000; AID 1832;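 active means inhibition past about -25% in most replicates, and total fluorescence under double the plate's negative control median, limit read from the data; inconclusive means replicates evenly split on the limit, or fluorescence at least double controls; inactive means too little inhibition in most replicates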;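 further: 0% = DMSO and -100% = 5 µM competing unlabeled TCR2 RNA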
Target sequence (Q9XUB2 whole entry, looked up): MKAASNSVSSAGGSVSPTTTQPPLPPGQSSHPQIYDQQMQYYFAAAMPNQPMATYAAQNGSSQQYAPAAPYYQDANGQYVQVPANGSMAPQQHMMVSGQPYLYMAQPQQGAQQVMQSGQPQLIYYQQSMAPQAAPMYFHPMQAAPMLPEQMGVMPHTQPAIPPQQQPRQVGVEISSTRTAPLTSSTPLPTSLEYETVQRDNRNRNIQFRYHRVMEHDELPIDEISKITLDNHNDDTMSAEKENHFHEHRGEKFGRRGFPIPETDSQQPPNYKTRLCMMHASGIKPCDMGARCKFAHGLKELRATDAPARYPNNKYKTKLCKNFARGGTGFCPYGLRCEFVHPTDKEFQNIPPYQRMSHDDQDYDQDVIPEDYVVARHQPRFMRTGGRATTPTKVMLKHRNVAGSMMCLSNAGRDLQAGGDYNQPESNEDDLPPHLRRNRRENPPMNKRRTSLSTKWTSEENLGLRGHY
CIT2-GFP yeast = alters CIT2-GFP fluorescence in TOR pathway yeast screen; AID 2029; hit rate 0.065% among 320,000; GFP response vs DMSO, % at 10 µM; S. cerevisiae CIT2-GFP strain, flow cytometry, 3 h; 100 means same as DMSO wells;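 active means GFP response relative to DMSO above a set limit, near the screen mean plus 3 SD, cut at about 150% in these data; inconclusive means Fewer than 70 cells measured for a yeast strain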;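 further: ratio of well median GFP fluorescence to mean of DMSO wells on the plate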
AGP1 TOR yeast = modulators of TOR pathway AGP1-GFP in S. cerevisiae; S. cerevisiae AGP1-GFP multiplex flow cytometry, 3 h; GFP as percent of DMSO wells; GFP response vs DMSO, % at 10 µM; hit rate 0.02% among 320,000; AID 2066;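 active means GFP response relative to DMSO above a set limit, near screen average plus 3 SD, cut at about 150% in these data; inconclusive means fewer than 70 cells counted for the yeast strain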;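 further: median GFP channel fluorescence of the gated AGP1 strain per well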
GRK2 aptamer HTS = human GRK2 inhibition via aptamer displacement. P25098. bead flow cytometry, FAM-aptamer displacement from GRK2. inhibition of aptamer binding, % at 10 µM. hit rate 0.59% among 330,000;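 active means inhibition of aptamer binding above 40%, roughly 3 SD of noise, on plates passing a quality check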;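 further: median bead fluorescence of bound FAM aptamer so fluorescent compounds give negative values; no value below 0 was filed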
VLA-4 inh = inhibition in a human VLA-4 binding assay | P13612 | VLA-4 expressing cells, ligand binding flow cytometry | inhibition, % (about 7 µM as worked out from the volumes in the protocol) | hit rate 0.2% among 330,000; in the data active means inhibition above about 50%
MCL1-BIM inh = inhibitors of human MCL1 binding to BIM-BH3 peptide. Q07820. GST-MCL1 / FITC-Bim-BH3 fluorescence polarization. inhibition, % at 10.9 µM. hit rate 0.68% among 320,000. AID 2057;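 active means inhibition above the mean inhibition of all tested compounds plus 3 SD, set per campaign, cut at about 40% in these data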;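 further: 0% = DMSO wells and 100% = unlabeled Bim-BH3 peptide control; higher means more loss of mP so more displacement of Bim peptide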
Target sequence (Q07820 whole entry, looked up): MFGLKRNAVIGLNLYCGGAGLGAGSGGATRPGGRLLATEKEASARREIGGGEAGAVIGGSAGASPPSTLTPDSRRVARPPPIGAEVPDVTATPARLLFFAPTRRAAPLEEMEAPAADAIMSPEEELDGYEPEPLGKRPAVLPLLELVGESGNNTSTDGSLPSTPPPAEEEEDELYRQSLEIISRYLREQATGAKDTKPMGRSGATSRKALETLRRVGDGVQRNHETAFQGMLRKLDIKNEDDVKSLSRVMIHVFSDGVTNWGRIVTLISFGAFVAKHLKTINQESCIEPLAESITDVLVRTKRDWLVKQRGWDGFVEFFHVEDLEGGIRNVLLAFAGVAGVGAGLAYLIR
BCLXL inh = blocks human Bcl-xL binding to Bim BH3 peptide | hit rate 0.7% among 320,000 | inhibition, % at 10.9 µM | GST-Bcl-xL / FITC-Bim BH3 peptide fluorescence polarization | Q07817;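 active means inhibition above the mean of all tested compounds plus 3 SD, cutoff set per campaign, cut at about 30% in these data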;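 further: 0% = DMSO wells and 100% = unlabeled Bim-BH3 peptide competitor; inhibitors lower millipolarization by displacing the labeled peptide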
Target sequence (Q07817 whole entry, looked up): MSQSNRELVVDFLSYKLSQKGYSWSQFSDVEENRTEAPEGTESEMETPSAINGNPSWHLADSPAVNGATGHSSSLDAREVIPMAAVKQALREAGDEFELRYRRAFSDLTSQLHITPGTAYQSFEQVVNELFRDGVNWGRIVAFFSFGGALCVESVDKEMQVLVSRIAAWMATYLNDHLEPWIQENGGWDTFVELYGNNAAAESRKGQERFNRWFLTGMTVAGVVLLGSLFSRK
GLD-1 TGE inh = GLD-1-TGE RNA interaction inhibition (C. elegans) | inhibition, % at 5.96 µM | Q17339 | AID 2280 | hit rate 0.44% among 320,000 | purified GLD-1 + fluorescein TGE RNA, fluorescence polarization;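 active means percent inhibition above a per-plate cutoff, the plate mean of test compounds plus 3 SD, cut at about 30% in these data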;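 further: 0% = DMSO wells with GLD-1 and probe and 100% = wells lacking GLD-1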
* = called active by the depositor; ? = inconclusive; . = no result given; [ ] = remark or other dose.

SMILES	Fam108B counter	MEX-5 binding	CIT2-GFP yeast	AGP1 TOR yeast	GRK2 aptamer HTS	VLA-4 inh	MCL1-BIM inh	BCLXL inh	GLD-1 TGE inh
S=C(NCCc1c[nH]c2ccccc12)NC1CCCCC1	3	-0.2	93	101	0	14	12	7	4
O=C(NNc1ncnc2c1cnn2-c1ccccc1)c1ccco1	4	-2.9	101	98	97*	12	0	0	-7
Cc1nn(-c2ccccc2)c(Cl)c1/C=N\NC(=O)c1cnccn1	6	-2.5	95	98	3	7	-1	5	4
Cc1ccc(NS(=O)(=O)c2cc(C(=O)N3CCN(C)CC3)ccc2C)cc1C	-3	-5.2	106	103	1	10	-4	8	-1
O=C(COc1ccc2ccccc2c1)N1CCN(C(=O)c2cccs2)CC1	-1	0.7	97	90	2	2	-2	2	-2
COc1ccc(-n2nc(C(=O)N3CCN(Cc4ccc5c(c4)OCO5)CC3)c3ccccc3c2=O)cc1	-7	0.5	?	85[may fluoresce red and violet]	0	-1	1	1	1
CC(=O)Nc1ccc(-c2cn3c(n2)SCC3)cc1	-2	-0.8	100	102	0	9	-10	-3	-5
COc1ccc(C2C(C(=O)NCCCN3CCOCC3)c3ccccc3C(=O)N2c2ccc(OC)cc2)cc1 (centres undefined)	1	2.1	99	103	1	7	1	2	-9
O=C(NC1(Cc2ccccc2)CCN(CCc2cccs2)C1=O)c1ccccc1 (centres undefined)	.	.	94	91	1	18	2	-2	2
CC(C)(C)C1N=C(c2ccc3ccccc3c2)OC1=O (centres undefined)	.	.	99	100	0	21	-4	-2	-3
CCN(CC)S(=O)(=O)c1ccc2c(c1)C(=NO)c1cc(S(=O)(=O)N(CC)CC)ccc1-2	-43	0.1	102	96	0	1	0	6	8
Cc1nc(N)[nH]c(=O)c1Oc1cccc(C(F)(F)F)c1	-3	-4.0	109	109	5	2	2	0	9
CCOc1ccc2[nH]c(=O)c(CN(Cc3ccco3)C(CC)c3nnnn3Cc3ccccc3)cc2c1 (centres undefined)	-10	4.5	91	98	5	6	-10	-3	-1
Cc1ccc(/C=N/n2c(-c3ccncc3)n[nH]c2=S)s1	-2	1.3	97	102	4	-8	-23	-27	-1
COCCNC(=O)c1onc(CSc2cc(C)cc(C)c2)c1C(=O)NCCOC	0	-1.5	95	98	1	5	-8	-2	-2
O=C(O)C#Cc1cccc2ccccc12	-3	-1.0	105	100	0	4	-3	5	-1
O=C(c1ccc(Br)o1)N1N=C(c2ccc(Cl)cc2)CC1c1ccco1 (centres undefined)	-7	1.9	93	87	7	-5	2	8	3
COc1ccc(C(=O)NCCS(=O)(=O)NCc2cccs2)cc1	1	-0.6	90	103	3	4	2	-1	1
O=C(Nc1ncc2c(n1)CC(c1cccc(Cl)c1)CC2=O)c1ccco1 (centres undefined)	1	0.1	106	109	13	6	-14	-1	3
CC(C)(C)C(=O)COC(=O)c1ccccc1O	-1	0.1	91	100	0	14	3	-3	2
COc1ccc(CN2C(=O)CNC2=S)cc1	-3	2.5	100	97	0	-1	7	4	-5
O=C(COC(=O)c1ccc(Cl)c(S(=O)(=O)N2CCc3ccccc3C2)c1)Nc1ncc(Cl)cc1Cl	-16	5.3	95	101	0	-4	-4	5	-1
CC(=O)Nc1ccc(NC(=O)C(C)n2c3ccccc3c3nc(=O)cc(C)n32)cc1 (centres undefined)	-4	1.7	109	106	1	6	9	2	5
Cn1c(=O)n(C)c2cc([N+](=O)[O-])c(N3CCN(C(=O)c4ccccc4Cl)CC3)cc21	2	-7.0	101	102	1	4	8	8	7
C/C(=N/N=C1\SCC(=O)N1c1ccccc1)c1ccc(C)cc1	-2	-1.0	87	104	0	-2	5	0	2
CCc1c(C)c2ccc(OCC(=O)NCC3CCC(C(=O)O)CC3)cc2oc1=O (centres undefined)	2	-0.9	98	99	3	-2	2	2	2
Cn1nc(C(F)(F)F)c(/C=N/OC(=O)c2ccccc2)c1Cl	2	-4.1	108	104	8	0	1	1	4
Cc1cccc(-c2nsc(SCC(=O)NCc3ccco3)n2)c1	-2	1.5	89	99	1	0	1	1	5
Cc1ccc(Cc2cc(C)n[nH]c2=O)cc1	0	3.3	93	100	0	-1	1	7	4
COc1cccc2[nH]c3c(=O)n(CCCN4CCOCC4)cnc3c12	2	1.6	111	107	0	-1	2	4	3
COc1ccc(Nc2cc(C(=O)NCc3cccnc3)c3ccccc3n2)c(OC)c1	-4	-1.3	102	96	2	-11	6	8	0
C=CCC[C@@H](Cc1ccc(F)cc1)C(=O)OC[C@@H](NC(=O)[C@@H](CC=C)CC(=O)N[C@H](CO)Cc1ccccc1)C(C)(C)C	.	.	76	89	4	13	.	.	3
O=C(Nc1ccccc1N1CCN(C(=O)c2ccc(Cl)cc2)CC1)c1cc2ccccc2o1	-7	1.4	91	92	1	7	-4	3	5
CC(C)c1ccc(C2C3=C(CC(C)(C)CC3=O)NC3=C2C(=O)c2ccccc23)cc1 (centres undefined)	23*	-2.3	102	100	3	17	11	8	2
CCC(=O)N(Cc1ccc(S(N)(=O)=O)cc1)C1CC(=O)N(c2ccc(OC)cc2)C1=O (centres undefined)	-3	-0.2	116	113	1	0	8	9	8
CC(C)[C@H](NC(=O)C1CC(=O)N(c2ccc3c(c2)OCCO3)C1)C(=O)NC1CCCC1 (some centres undefined)	0	-0.9	97	99	0	-1	1	2	0
CN(Cc1cccs1)C(=O)CCc1c[nH]c2ccccc12	-4	0.2	100	99	1	-4	-15	-4	4
COCCCNC(=O)c1ccc(Cn2c(=O)c3ccccc3n(Cc3ccccc3C#N)c2=O)cc1	2	-0.4	91	103	1	3	-5	3	-1
Cc1occc1-c1nnc(SCC(=O)Nc2ccc(F)cc2)n1Cc1ccccc1	-2	-2.5	95	102	2	1	-2	1	-2
O=c1[nH]cnc(O)c1C(c1ccc(F)cc1)c1c(O)nc[nH]c1=O	-1	3.8	100	98	3	-4	8	4	-2
C=CCn1c(O)c(C2=c3ccccc3=NC2=O)sc1=Nc1ccc(O)cc1	7	1.0	119	111	1	20	5	10	-1
COc1ccc(CCNC(=O)c2cc(S(=O)(=O)N3CCOCC3)ccc2F)cc1	.	.	100	104	3	-9	-3	-3	6
CCN(c1ccccc1)S(=O)(=O)c1cc(NC(=O)C2CC2)ccc1Cl	.	.	101	95	5	9	.	.	0
N#CC1=C(N)N(c2ccccc2)C(=O)C1	-1	0.4	99	107	0	5	15	5	-6
O=C1CCC(C(=O)N2CCC(O)(c3ccccc3)CC2)CN1CCc1ccccc1 (centres undefined)	.	1.4	106	91	0	7	.	.	.
Cc1c(Br)c([N+](=O)[O-])nn1CC(=O)N1CCN(Cc2ccccc2)CC1	-3	-0.4	109	106	0	-10	-8	-2	2
Cc1[nH]c2ccccc2c1C(=O)COC(=O)C1CCC1	6	0.3	97	100	6	12	-4	-2	3
COc1ccc(C(=O)NC2CC3CCCC(C2)N3Cc2ccccc2)cc1 (centres undefined)	6	-1.5	106	99	0	-7	5	8	4
Cc1nn(Cc2ccccc2)c(N)c1-c1ccccc1	-1	.	104	103	2	12	2	6	8
COc1ccc(CSc2nnc(N)s2)cc1F	5	1.3	96	99	0	24	-5	-1	4

Next part.
SMILES	Fam108B counter	MEX-5 binding	CIT2-GFP yeast	AGP1 TOR yeast	GRK2 aptamer HTS	VLA-4 inh	MCL1-BIM inh	BCLXL inh	GLD-1 TGE inh
O=C(NCc1ccccc1Cl)C1CCN(C(=O)c2ccco2)CC1	2	-0.4	117	104	0	-9	-1	0	2
COc1ccc(C(=O)C2CCCN(C(=O)c3cccc(N(C)C)c3)C2)cc1OC (centres undefined)	0	0.3	106	114	4	1	6	4	6
COc1ccc(CCNC(=O)CN(c2cc([N+](=O)[O-])ccc2OC)S(C)(=O)=O)cc1	-4	-1.4	95	97	0	0	-2	-1	-5
CCOC(=O)C1=C(C)NC(SCC(=O)Nc2nc(C)cs2)=C(C#N)C1c1cccs1 (centres undefined)	1	4.1	.	100	51*	-9	-3	0	7
O=C(NCN1C(=O)C2C3C=CC(C3)C2C1=O)Nc1nccs1 (centres undefined)	2	0.0	93	94	0	2	2	7	4
COc1cc2nc(N(CCCN(C)C)C(=O)c3ccc(S(=O)(=O)N4CCc5ccccc5C4)cc3)sc2cc1OC	3	-2.3	107	105	0	0	2	1	2
COc1ccc(COC(=O)Oc2ccc(CNC(C)=O)cc2OC)c([N+](=O)[O-])c1	1	0.3	100	102	0	35	3	2	-2
CCCCNC(=O)c1cc2nc3c(c(C(F)(F)F)n2n1)CCc1ccccc1-3	4	-0.5	84	95	0	9	5	5	-7
O=C(c1csc2ccccc12)N1CCN(c2ccccn2)CC1	-3	1.8	105	103	0	-1	0	0	9
COc1cc(/C=N/NC(=O)c2cc(-c3ccccc3)nc3ccccc23)ccc1O	5	-3.8	116	108	2	-2	8	7	8
CC(C)(C)Nc1nc(OCC#N)nc(N2CCCCC2)n1	3	-2.3	90	84	1	13	0	1	9
CC(C)CC(NC(=O)C1CCC(C)CC1)C(=O)NCc1cccnc1 (centres undefined)	0	1.0	89	96	1	5	-3	2	7
CC(C)(C)NC(=O)NCc1ccco1	-1	-0.8	92	94	0	0	1	3	2
COc1cccc(-c2nc(N3CCCCC3C)c3ccccc3n2)c1O (centres undefined)	3	-0.1	102	93	1	30	-3	1	3
Cn1nnc(NC(=O)C(c2ccccc2)c2ccccc2)n1	6	-0.7	81	99	2	-5	13	4	2
Cc1[nH]c2c(C)cccc2c1CCNC(=O)C1CCCCC1C(=O)OCC(F)(F)F (centres undefined)	4	-0.1	103	104	2	3	-2	1	-7
COc1cc(OC)cc(-n2nc(C(=O)NCCCN3CCOCC3)c3ccccc3c2=O)c1	6	.	109	104	0	-5	4	6	10
O=C(Nc1ccccc1N1CCOCC1)c1cc(=O)[nH]c2ccccc12	.	.	99	102	82*	-19	16	17	1
COC(=O)C(Cc1ccccc1)NC(=O)C(CC(C)C)NC(=O)OC(C)(C)C (centres undefined)	0	-3.7	94	93	0	8	3	4	2
CCOP(=O)(c1ccccc1)C1(C#N)CC1 (centres undefined)	0	2.6	100	101	0	22	-3	5	3
CCCn1cc(SCC(=O)NCC2CCCO2)c2ccccc21 (centres undefined)	-3	1.0	104	108	3	-7	-3	-3	5
CC(CNC(=O)c1ccccc1Cl)NC(=O)c1ccccc1Cl (centres undefined)	2	0.3	98	106	0	8	-6	4	10
CCOc1ccccc1OCC(=O)Nc1ccc(S(=O)(=O)Nc2nc(C)cc(C)n2)cc1	7	1.1	97	100	2	-14	7	6	-5
O=C(NCc1ccccn1)Nc1cccc(F)c1	0	-0.5	103	100	5	-1	5	5	8
COc1cccc(C2c3[nH]c4ccccc4c3CCN2Cc2ncc[nH]2)c1 (centres undefined)	3	1.5	96	99	0	-5	8	3	3
